Assay outcomes: PubChem, several laboratories
Peg3 prom inh: Peg3 promoter activity inhibition; AID 588405; HeLa PEG-Prom luciferase reporter, luminescence, overnight; inhibition, % at 20 µM; actives 1.7% (n = 360,000);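 active = inhibition of at least 50% at 20 µM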
Shn3 inh set2: inhibitors of Schnurri-3 3'UTR reporter in osteoblasts; actives 0.52% (n = 360,000); inhibition, % at 12.5 µM; AID 588674; Clone20 osteoblast Shn3 3'UTR firefly luciferase, 24 h;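 active = mean inhibition of at least 75% with every replicate also reaching 75%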;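 note: 0% = median of neutral control wells and 100% = pilot-screen positive control compound; some compounds past the cut are filed as inactive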
KKLEB cytotox: CF airway cell cytotoxicity counter-screen. KKLEB CF airway cells viability, ATPlite luminescence, overnight; active compounds read low; cells stimulated with P. aeruginosa culture filtrate. AID 602141. actives 0.36% (n = 360,000). activity change (cytotoxicity), % at 5 µM;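 active = corrected activity change at or below -50% at 5 µM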
CF NFkB block: inhibitors of cystic fibrosis induced NF-kB; KKLEB NF-kB-GFP reporter, PAF-induced, GFP fluorescence overnight; inhibition, % at 5 µM; actives 0.86% (n = 360,000);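 active = at least 50% inhibition at 5 µM, scaled per plate between neutral and stimulator controls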;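 note: PAF is a Pseudomonas aeruginosa culture filtrate used as stimulus; plate controls were PAF-stimulated DMSO wells for no effect and unstimulated DMSO wells for full effect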
HIF-2a inh: inhibitors of HIF-2a. 786-0 RCC cells HIF-2a reporter, luciferase luminescence, overnight. inhibition, % at 18.8 µM. actives 0.72% (n = 360,000). AID 624352;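 active = inhibition of the luminescence signal of 40% or more relative to plate controls, in a single-dose primary screen at 18.75 µM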
LMP1 NFkB inh: reduces LMP1-driven NF-kappaB luciferase signal. LMP1-induced NF-kappaB luciferase reporter cells, luminescence. inhibition, % at 12.5 µM. actives 0.69% (n = 350,000); in the data active = inhibition above about 41%;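 note: 0% = neutral control wells and 100% = reference inhibitor control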
TRAIL sens C8: sensitizes caspase-8 expressing cells to TRAIL; NB7+C8 cells + TRAIL, ATPlite viability luminescence; AID 624354; inhibition (viability loss, TRAIL sensitization), % at 10 µM; actives 1% (n = 360,000);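 active = compounds causing at least 50% loss of cell viability in the single-dose screen, relative to plate controls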
NR2E3 ag-1: human photoreceptor-specific nuclear receptor agonism | Q9Y5X4 | CHO-S Gal4-NCOR/VP16-NR2E3 two-hybrid, luciferase | inhibition of corepressor binding, % at 3.98 µM | actives 0.35% (n = 360,000) | AID 602229;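 active = inhibition above the mean of all tested compounds plus 3 SD, cut at about 70% in these data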;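 note: 0% = DMSO with NR2E3 transfected cells and 100% = cells lacking NR2E3 construct; higher means lower luciferase signal from less NR2E3 corepressor binding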
Target sequence (Q9Y5X4 whole entry, looked up, the tested form may be a part): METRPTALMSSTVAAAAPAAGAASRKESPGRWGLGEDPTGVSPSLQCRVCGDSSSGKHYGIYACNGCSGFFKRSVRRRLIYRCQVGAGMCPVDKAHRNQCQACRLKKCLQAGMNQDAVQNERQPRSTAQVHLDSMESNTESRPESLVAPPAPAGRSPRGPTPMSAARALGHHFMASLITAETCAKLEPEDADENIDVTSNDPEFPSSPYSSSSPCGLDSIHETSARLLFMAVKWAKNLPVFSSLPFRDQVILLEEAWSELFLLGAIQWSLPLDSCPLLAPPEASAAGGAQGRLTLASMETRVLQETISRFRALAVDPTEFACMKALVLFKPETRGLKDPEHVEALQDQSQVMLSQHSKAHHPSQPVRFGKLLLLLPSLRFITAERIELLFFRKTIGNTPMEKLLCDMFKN
iPSC survival up: hiPSC single-cell survival enhancement; ATPlite luminescence; 100% = ROCK inhibitor wells, 0% = DMSO; survival enhancement, % at 20 µM; actives 0.044% (n = 360,000); in the data active = survival enhancement above about 18%;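 note: cells exposed to compounds for 16 hours before the ATP read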
MITF TRPM1 inh: inhibitors of MITF-driven TRPM1 promoter in melanoma cells; AID 488899; actives 0.83% (n = 330,000); SK-MEL-5 TRPM1 promoter luciferase, 24 h; inhibition, % at 12.5 µM;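 active = mean inhibition across replicates of 60% or more, whatever share of single replicates reaches that level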; note: values of inactives mirror those of a sister screen read the other way
NR2E3 ag-2: NR2E3 (human) agonism | GST-NR2E3/biotin-RetCOR TR-FRET, 1536-well | inhibition of corepressor binding, % at 4.78 µM | actives 0.12% (n = 320,000) | AID 2300;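 active = percent inhibition above the cutoff of mean plus 3 SD of all tested compounds, set per screening campaign, cut at about 20% in these data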;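 note: 0% = DMSO wells and 100% = biotin wells as full block of FRET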
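Test system: GST-NR2E3 and biotin-RetCOR proteins | Quantity: 1.35 nM GST-tagged NR2E3 final | Medium: Tris pH 7.5 | Also added: 7 nM biotin-RetCOR | Dosing: Compound at 4.8 µM, single dose | Timing: 5 h at 4 °C | Detection: Time-resolved FRET | Read-out basis: Percent inhibition | Benchmarks: Biotin wells as high control, 0.6% DMSO wells as low control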
* = called active by the depositor; . = no result given.

SMILES | Peg3 prom inh | Shn3 inh set2 | KKLEB cytotox | CF NFkB block | HIF-2a inh | LMP1 NFkB inh | TRAIL sens C8 | NR2E3 ag-1 | iPSC survival up | MITF TRPM1 inh | NR2E3 ag-2
CCOC(=O)C1CCCN(CC(=O)Nc2nc(-c3ccccc3)cs2)C1 (centres undefined) | 14 | 5 | 3 | -2 | 9 | -5 | 3 | -13 | -0.2 | 10 | 0
Cn1c(C(=O)N2CCC(C(=O)N3CCN(Cc4ccc5c(c4)OCO5)CC3)CC2)cc2sccc21 | 1 | 39 | 5 | 2 | -1 | 4 | -8 | 15 | 0.1 | . | 1
O=C1CC(SC2=NCCS2)C(=O)N1c1ccc(Cl)cc1 (centres undefined) | 15 | 7 | -7 | 5 | 17 | 4 | -9 | -1 | 5.6 | -8 | -1
O=C(OCc1cc(=O)n2c(n1)sc1ccccc12)c1ccc2c(=O)n3c(nc2c1)CCC3 | -18 | 0 | -9 | -2 | -17 | 4 | 23 | 6 | -0.7 | -9 | 1
CCCCCC(=O)NC(Nc1ccc(S(N)(=O)=O)cc1)C(Cl)(Cl)Cl (centres undefined) | 1 | 9 | 11 | 12 | 27 | -6 | -4 | 16 | -1.8 | -7 | 5
CCN(CC)S(=O)(=O)c1ccc(C(=O)N2CCCCC2)cc1 | 17 | -7 | -1 | 13 | 12 | -4 | -19 | -17 | -0.6 | -7 | -1
COc1ccc(NC(=O)c2cc([N+](=O)[O-])ccc2N2CCCC2)cc1 | 11 | 14 | 4 | -7 | 12 | -2 | -5 | -31 | -0.1 | -4 | 2
COc1ccc(S(=O)(=O)N2CCCC2C(=O)Nc2ccc(C(C)=O)cc2)cc1 (centres undefined) | -4 | -10 | -5 | 2 | -8 | 6 | 0 | 14 | -4.1 | 10 | 2
COc1cccc(OC)c1C(=O)Nc1cccc(S(=O)(=O)Nc2ccccc2Cl)c1 | 34 | -10 | -6 | 37 | 32 | -1 | 9 | -4 | -0.2 | 34 | .
COc1ccc(S(=O)(=O)N2CCN(C(=O)c3cc(C)nc4ccccc34)CC2)cc1OC | 15 | -46 | 8 | 15 | 15 | 0 | -8 | -26 | -0.1 | 18 | .
CCC/C(O)=C1\C(=O)CC(C)(C)CC1=Nc1cccc([N+](=O)[O-])c1 | 16 | -1 | -6 | 6 | -11 | -8 | 3 | -50 | -0.3 | 8 | 2
N#CC1=C(SCc2ccc(C#N)cc2)N=C(N)C(c2nc(-c3ccccc3)cs2)C12CCCCC2 (centres undefined) | 32 | 22 | -18 | 46 | 16 | 8 | 0 | -38 | -2.4 | -2 | 1
COC(=O)c1cc(Cc2ccc(N)c(C(=O)OC)c2)ccc1N | 18 | 31 | -2 | 19 | 7 | -5 | -8 | -30 | -0.7 | 4 | -1
Cn1c(N)c(C(=O)COC(=O)COc2ccc(C#N)cc2)c(=O)n(C)c1=O | -8 | -14 | 1 | -17 | 6 | 2 | -7 | -15 | 0.3 | 1 | -1
COc1ccc(C(=O)Nc2nc(C)cs2)cc1S(=O)(=O)N1CCOCC1 | -2 | -7 | -5 | 1 | -1 | -29 | -9 | 10 | 1.7 | . | .
O=C(COc1ccccc1[N+](=O)[O-])N1CCN(S(=O)(=O)c2ccccc2)CC1 | 14 | -1 | 5 | -3 | 11 | 0 | -1 | 3 | 0.2 | 1 | 0
Cn1ccnc1C(=O)c1ccc(Cl)c(S(=O)(=O)N2CCOCC2)c1 | 12 | . | -3 | 12 | 2 | -3 | -10 | -3 | 1.4 | -6 | 3
O=C(Cc1cccc2ccccc12)Nc1cccnc1 | 9 | 7 | 8 | 9 | 15 | -2 | -8 | 2 | 2.4 | -16 | -1
COC(=O)C1=C(C)N(Cc2ccccc2)C(=NCc2cccc(C(F)(F)F)c2)N[C@H]1c1cccc(F)c1 | 100* | -4 | -97* | 84* | 10 | 8 | 48 | 36 | -7.1 | 94* | 0
CCCCc1ccc(-c2nc(-c3ccncc3)no2)cc1 | -246 | -21 | 6 | -5 | -133 | -19 | 4 | -70 | -2.1 | -45 | -1
Clc1cccc(CNc2nc(-c3cccnc3)nc3ccccc23)c1 | 36 | 16 | 2 | -10 | 13 | -7 | 11 | 6 | 0.1 | 2 | .
NS(=O)(=O)c1ccc(N2CCOCC2)c(C(=O)NCCCSc2ccccc2)c1 | 2 | -22 | -27 | 16 | -2 | 3 | -5 | -21 | -0.2 | -10 | 1
O=C(COc1cccc2ccccc12)Nc1nc2ccccc2[nH]1 | -57 | -20 | -20 | 2 | -12 | 10 | -1 | -20 | 0.2 | 6 | 4
CCc1ccc(C(=O)COC(=O)C(CCSC)NC(=O)c2ccccc2)cc1 (centres undefined) | -3 | -17 | -15 | -11 | -6 | -1 | -3 | -17 | -2.1 | -5 | 2
CCN(C(=O)Cn1cc(C(F)(F)F)ccc1=O)c1c(N)n(Cc2ccccc2)c(=O)[nH]c1=O | 9 | -15 | 1 | 4 | 14 | 9 | -5 | -21 | -0.5 | -10 | 3
CCCCn1c(CN2CCN(C)CC2)nc2ccccc21 | 3 | -2 | 4 | -15 | 9 | -2 | -16 | -9 | 1.0 | 12 | 0
COC(=O)c1cc(C)sc1NC(=O)CN1CCN(C(=O)c2ccco2)CC1 | 23 | 2 | -2 | -11 | 10 | -12 | 11 | -44 | -0.2 | 15 | 3
COC(=O)c1ccc(NS(=O)(=O)c2cc(C)ccc2OC)cc1 | 24 | 21 | -8 | 6 | 22 | 8 | 19 | 17 | 0.2 | 0 | -2
COCc1cc(=O)n2[nH]c(C)nc2n1 | 6 | -16 | -1 | -4 | 14 | -10 | -19 | 19 | 0.7 | 12 | 2
COc1cc(C(=O)O)ccc1OCc1ccncc1 | 0 | -2 | 14 | -1 | 12 | 4 | -9 | -16 | 0.7 | 11 | 2
Cc1ccc(C(C(=O)NC2CCCC2)N(C(=O)Cc2cccs2)c2ccc(C)c(C)c2)o1 (centres undefined) | 17 | 70 | -25 | 14 | 8 | 5 | 0 | 4 | -0.8 | -7 | 4
O=C(Nc1ccncc1)c1c(F)cccc1F | 0 | 8 | -51* | 82* | 20 | 25 | 3 | 7 | 40* | 0 | 8
Cc1c(CCC(=O)O)c(=O)oc2cc(OCc3ccccc3Br)ccc12 | 2 | -9 | -13 | 36 | 78* | 6 | 4 | 42 | -1.0 | 5 | 5
CC(=O)Nc1nnc(SCc2cc(=O)c(OC(=O)c3ccccc3)co2)s1 | 13 | -8 | 4 | 2 | 6 | 0 | 23 | -10 | 0.2 | -3 | -2
COc1cccc(C(=O)n2ccc(-c3cccs3)n2)c1 | 2 | -8 | -2 | 3 | -4 | 3 | 9 | 3 | -0.5 | -17 | 1
NC(=O)c1ccc(Sc2nnc(-c3cccs3)n2CC2CCCO2)c([N+](=O)[O-])c1 (centres undefined) | 25 | -36 | -10 | 0 | 15 | 1 | 9 | -41 | -0.9 | -5 | -2
c1ccc(-c2ccccc2OCCCN2CCCCC2)cc1 | 6 | -7 | 3 | 3 | 12 | 6 | 6 | -23 | 2.3 | -7 | -4
COC(=O)c1cnc(NNS(=O)(=O)c2ccc(Cl)cc2)nc1C(F)(F)F | 8 | 10 | 7 | 6 | 12 | 4 | 3 | -34 | 1.4 | 0 | 3
COc1cccc(NC(=O)COC(=O)c2ccc3ccccc3n2)c1 | -8 | -17 | -4 | 4 | 13 | -12 | -11 | 18 | -1.6 | 17 | .
CC(NC(=O)CCc1ccccc1)c1ccc2c(c1)OCO2 (centres undefined) | 5 | 4 | 4 | 15 | 17 | -2 | -7 | 15 | 1.3 | 15 | 3

A draw from above in order of count of non-hydrogen atoms, largest number first:
SMILES | Peg3 prom inh | Shn3 inh set2 | KKLEB cytotox | CF NFkB block | HIF-2a inh | LMP1 NFkB inh | TRAIL sens C8 | NR2E3 ag-1 | iPSC survival up | MITF TRPM1 inh | NR2E3 ag-2
CCN(C(=O)Cn1cc(C(F)(F)F)ccc1=O)c1c(N)n(Cc2ccccc2)c(=O)[nH]c1=O | 9 | -15 | 1 | 4 | 14 | 9 | -5 | -21 | -0.5 | -10 | 3
NC(=O)c1ccc(Sc2nnc(-c3cccs3)n2CC2CCCO2)c([N+](=O)[O-])c1 (centres undefined) | 25 | -36 | -10 | 0 | 15 | 1 | 9 | -41 | -0.9 | -5 | -2
COC(=O)c1cc(C)sc1NC(=O)CN1CCN(C(=O)c2ccco2)CC1 | 23 | 2 | -2 | -11 | 10 | -12 | 11 | -44 | -0.2 | 15 | 3
COC(=O)c1ccc(NS(=O)(=O)c2cc(C)ccc2OC)cc1 | 24 | 21 | -8 | 6 | 22 | 8 | 19 | 17 | 0.2 | 0 | -2

More compounds.
SMILES | Peg3 prom inh | Shn3 inh set2 | KKLEB cytotox | CF NFkB block | HIF-2a inh | LMP1 NFkB inh | TRAIL sens C8 | NR2E3 ag-1 | iPSC survival up | MITF TRPM1 inh | NR2E3 ag-2
CN(CC(=O)Nc1cccc(F)c1)C(=O)CCc1nc2ccccc2c(=O)[nH]1 | -3 | 2 | 6 | -20 | 1 | 2 | 11 | 7 | -0.6 | 4 | 3
Cc1ccc(NC(=O)c2cnccn2)cc1 | -160 | -56 | 14 | -19 | -199 | -18 | 9 | -82 | -0.9 | -63 | -3
CC(=O)Nc1ccc(S(=O)(=O)NNc2ccc([N+](=O)[O-])cc2)cc1 | -7 | 17 | -7 | 6 | -5 | -40 | -12 | -3 | -0.3 | 0 | 1
N#Cc1c(NC(=O)CSc2nc3c(c(C(F)(F)F)n2)CCc2ccccc2-3)sc2c1CCCC2 | 11 | -6 | -10 | -23 | 20 | -10 | 1 | -8 | 4.8 | 6 | -1
C/C(=N\Nc1c(F)c(F)c(Br)c(F)c1F)c1ccncc1 | 6 | 9 | -3 | 12 | -23 | 0 | -9 | -16 | 0.0 | -9 | 3
COc1ccc(CNC(=O)C2CCN(S(=O)(=O)c3cccc4cccnc34)CC2)cc1 | 4 | -5 | 6 | -12 | 6 | 0 | -2 | -18 | 3.2 | 2 | 3
CCOc1cc(C(=O)Nc2ccc(S(=O)(=O)NC3=NCCCCC3)cc2)cc(Br)c1OC | 25 | 7 | -13 | -20 | 14 | 2 | -5 | 5 | 0.7 | 4 | -2
CN(C(=O)CSc1nnc2ccccn12)c1c(N)n(Cc2ccccc2)c(=O)[nH]c1=O | 9 | -19 | -6 | 10 | 13 | 0 | 3 | -14 | -1.5 | 12 | 0
O=C(CCNC(=O)c1ccccc1Cl)NCC12CC3CC(CC(C3)C1)C2 | 0 | 1 | -7 | -15 | 2 | -3 | -2 | 0 | 2.1 | -5 | 0
CC1=NN(c2ccc(S(=O)(=O)O)cc2C)C(=O)C1 | 13 | -13 | 1 | -3 | -1 | 4 | 1 | -12 | 3.1 | -1 | 2
Cc1c(C(=O)NCc2cccs2)oc2ccc(S(=O)(=O)N3CCOCC3)cc12 | 1 | 3 | -1 | -7 | -15 | 6 | 18 | 14 | -1.2 | -5 | 3
COc1ccc(-c2nn3c(=O)c(C)nnc3s2)cc1 | -8 | 2 | -1 | 6 | -20 | 2 | 0 | -14 | -0.2 | 1 | .
O=C(c1ccccc1)C1CCN(c2ncccc2[N+](=O)[O-])CC1 | -17 | 1 | -21 | 6 | 1 | -7 | 6 | 5 | -0.6 | -6 | 0

Not all compounds are listed; the hit share may differ from the screen's.
